HCV inhibitor = inhibitors of hepatitis C virus infection | Huh7.5.1 HCVcc-Cre infection, luciferase reporter, 44 h | Potency, µM (doses to about 41.8 µM), without a hit: at the highest dose activity change, negative = inhibition, hits mostly inhibitors | actives 3.4% (n = 340,000); active means well fitted inhibition curve with a large enough effect; inconclusive means small, poorly fitted or top-dose-only effect, or another doubt; inactive means no such curve, though single readings can be large or run the other way
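HCVcc-Cre virus at an moi near 0.5 was added right after compound to cells cultured 4 h from seeding (1,000 cells/well). Luciferase activity was determined 44 h later, 15 min after substrate addition at RT.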
Numbers without * were called inactive; ? = inconclusive; [ ] = another dose, or the depositor's remark. On the % scale 0 is the no-effect control and ±100 the full control effect; potency means the concentration at half of the fitted maximal effect. This is a subset; count on the stated rates, not on these rows.

SMILES	HCV inhibitor
CC1CN(C2CCCCC2)C(=O)NC1=O (centres undefined)	10%
O=C(C=Cc1ccccc1)NCCNC(=O)C=Cc1ccccc1	19%
CC1=CC(=O)[C@@H](O)[C@@H](c2ccccc2Br)N1C	-18%[8.37 µM]
C[n+]1c(-c2ccccc2)cc2c(=Cc3ccccc3)c3ccccc3n21	?
Cc1cnc(C(=O)OCC(=O)NC(C)c2ccccc2)cn1 (centres undefined)	13%
O=C1NC[C@H](c2ccccc2)OC(=O)[C@H](Cc2ccc(F)cc2)C/C=C\C[C@H]1CC(=O)N(CCO)Cc1ccccc1	?
CN1C(=O)CCC2(c3ccccc3)CC=C(O)C=C12 (centres undefined)	17%
CC[C@]12c3[nH]c4ccccc4c3CCN1C(=O)C(CC(=O)NC/C=C(\C)CCC=C(C)C)C[C@@H]2C(=O)N1CCN(C(=O)C2CC2)CC1 (some centres undefined)	-19%
COc1ccccc1CC(=O)c1ccccc1OC	-7%
O=C(Nc1cccc(S(=O)(=O)N2CCCCC2)c1)c1cncc(Br)c1	?
CC(C)(C)S(=O)N1Cc2ccc(CO)cc2[C@@H]1CCO (some centres undefined)	-3%[8.37 µM]
CC(Oc1nc2c(c(=O)n(C)c(=O)n2C)n1C)C1CCCCC1 (centres undefined)	?
CC(=NO)C1CCC2C3CCC4=CC(=NO)CCC4(C)C3C(O)CC12C (centres undefined)	?
CC1CCCC(C)N1C(=O)COC(=O)CCC(=O)c1cccs1 (centres undefined)	3%
COC(=O)[C@H](CCSC)NC(=O)Cn1cnc(C(=O)Nc2ccc(C)c(C)c2)n1	13%
CN(C)S(=O)(=O)c1ccc(N2CCCC2)c(C(=O)Nc2nccs2)c1	-27%
O=P1(NC2CCCC2)OCC2(CO1)COP(=O)(NC1CCCC1)OC2 (centres undefined)	31%[activator]
C[C@H](CO)N1C[C@H](C)[C@H](CN(C)C(=O)Nc2cccc3ccccc23)Oc2c(NC(=O)c3ccc(-c4nccs4)cc3)cccc2C1=O	-1%
Cc1cccc(CC(c2cccc(C)c2)N(C)C)c1 (centres undefined)	11%
CCOc1ccc(NC(=O)c2ccccc2NC(=O)CNC2CCCC(C)C2C)cc1 (centres undefined)	-14%
CC(=O)C1(C)C(=O)N(c2ccc(C)cc2)C(=O)N1c1ccc(C)cc1 (centres undefined)	32%[activator]
COc1ccc(NC(=O)N(C)C[C@H]2Oc3c(NC(=O)NC(C)C)cccc3C(=O)N([C@H](C)CO)C[C@@H]2C)cc1	9%
COc1cc(NC(=O)CCCn2c(=O)oc3ccccc32)cc(OC)c1	?
O=C(c1ccc(F)cc1)N1CCC(C(=O)N2CCN(c3ncccn3)CC2)CC1	21%
Cc1c(NC(=O)C(C)OC(=O)c2c3c(nc4ccccc24)CCC(C)C3)c(=O)n(-c2ccccc2)n1C (centres undefined)	?
O=S1(=O)c2c(F)cccc2OC(COc2ccccc2)CN1CCc1ccc(F)cc1 (centres undefined)	-26%
O=C(O)c1cccc(S(=O)(=O)Nc2ccc(N3CCCCC3)cc2)c1	-7%
C=CC[C@@H](CC(=O)N(CCO)Cc1ccccc1)C(=O)NCCOC(=O)[C@H](CC=C)CC(=O)OC(C)(C)C	-7%
CC(C)(C)OC(=O)N1CCC(C(=O)Nc2cccc(C(=O)N3CCOCC3)c2)CC1	13%
COc1ccc(C(=O)Nc2cccc(S(=O)(=O)N(C)C)c2)cc1S(=O)(=O)N1CCOCC1	?
Fc1cccc(-c2ncc(-c3ccccc3)o2)c1	0%
CC(C)(C)OC(=O)C[C@H]1C/C=C\C[C@H](CC(=O)NCCO)C(=O)N[C@@H](Cc2ccccc2)COC1=O	2%
CCN(C[C@H]1N[C@@](C)(C(=O)OC)[C@H]2C(=O)N(C)C(=O)[C@@H]12)C(=O)COC	1%
COc1ccc(C(=O)Nc2ccccc2-c2nnn(CC(N)=O)n2)cc1	-12%
CC(SC(C)C(=O)NN=Cc1ccc(F)cc1)C(=O)NN=Cc1ccc(F)cc1 (centres undefined)	-15%
COc1ccc(NC(=O)Nc2cccc3c2O[C@H](CN(C)C(=O)Nc2ccc(OC)cc2)[C@@H](C)CN([C@H](C)CO)C3=O)cc1	-27%
Cc1ccc(S(=O)(=O)NC[C@H]2O[C@@H](n3cnc4c(N)ncnc43)[C@H](O)[C@@H]2O)s1	?
Cn1cnnc1SCC(=O)Nc1ncc([N+](=O)[O-])s1	-8%
O=C(NCC(c1ccco1)N1CCCC1)c1ccc(-n2cccn2)cc1 (centres undefined)	?
CN(C)c1ccc(C(=O)OCc2cc(=O)n3ccsc3n2)cc1	-16%

In another format: entries from further up.
structure: CC(C)(C)OC(=O)C[C@H]1C/C=C\C[C@H](CC(=O)NCCO)C(=O)N[C@@H](Cc2ccccc2)COC1=O
  HCV inhibitor: 2%

structure: CCN(C[C@H]1N[C@@](C)(C(=O)OC)[C@H]2C(=O)N(C)C(=O)[C@@H]12)C(=O)COC
  HCV inhibitor: 1%

structure: COc1ccc(C(=O)Nc2ccccc2-c2nnn(CC(N)=O)n2)cc1
  HCV inhibitor: -12%

structure: CC(SC(C)C(=O)NN=Cc1ccc(F)cc1)C(=O)NN=Cc1ccc(F)cc1 (centres undefined)
  HCV inhibitor: -15%

4 compounds already listed, sorted by length of the SMILES, highest first.
SMILES	HCV inhibitor
CC(C)(C)OC(=O)C[C@H]1C/C=C\C[C@H](CC(=O)NCCO)C(=O)N[C@@H](Cc2ccccc2)COC1=O	2%
CCN(C[C@H]1N[C@@](C)(C(=O)OC)[C@H]2C(=O)N(C)C(=O)[C@@H]12)C(=O)COC	1%
COc1ccc(C(=O)Nc2cccc(S(=O)(=O)N(C)C)c2)cc1S(=O)(=O)N1CCOCC1	?
O=C(c1ccc(F)cc1)N1CCC(C(=O)N2CCN(c3ncccn3)CC2)CC1	21%

(cont.)
SMILES	HCV inhibitor
Nc1nc(SCc2ccccc2)c2ncn(CCO)c2n1	18%
O=C(O)c1cccc2c1Cc1cc(Cl)ccc1-2	5%
C[C@H](CO)N1C[C@H](C)[C@@H](CN(C)Cc2ccc(C(=O)O)cc2)Oc2c(NC(=O)C3CC3)cccc2C1=O	-5%
Cc1ccc(C(C(=O)NC2CCCC2)N(Cc2cccs2)C(=O)c2csnn2)o1 (centres undefined)	-14%
C=CCC[C@@H](Cc1ccc(F)cc1)C(=O)OC[C@@H](NC(=O)[C@H](CC=C)CC(=O)N(CCO)Cc1ccccc1)c1ccccc1	-27%
O=C(CSc1nnnn1C1CC1)N1CCN(c2cccc(Cl)c2)CC1	13µM*
COc1ccc(C)c2sc(N(CCCN(C)C)C(=O)c3ccc(S(=O)(=O)N4CCc5ccccc5C4)cc3)nc12	?
CCOC(=O)N1CCc2c(sc(NC(C)=O)c2C(N)=O)C1	0%
O=C(O)c1cccc2c1C(=O)c1ccc(-c3ccc(OC(F)(F)F)cc3)cc1S2(=O)=O	2%
COc1ccccc1NS(=O)(=O)c1ccc(C(=O)NCc2ccco2)cc1	-13%
CCOC(=O)C1=C(C)NC(C)=C(C(=O)OCC)C1C(=O)OCC(=O)NCc1ccc(F)cc1	3.5µM*
O=C(O)C1=C[C@@H](C2CC2)C[C@@H](OCCCCO)O1	8%
O=C(COC(=O)c1ccc(Br)o1)NCc1ccc(Cl)cc1	5%
CC12CC3OC3CC1CCC1C2CCC2(C)C1CCC21OCCO1 (centres undefined)	5%
COc1ccc(CCC(=O)NCc2cn3ccsc3n2)cc1	-4%
CC(=NO)C1CCC2C3CCC4=CC(=NO)CCC4(C)C3C(=O)CC12C (centres undefined)	-9%
CC(NC(=O)COC(=O)/C=C/c1cccc(F)c1)c1ccccc1 (centres undefined)	5%
COc1ccc(S(=O)(=O)N(C)C[C@H]2Oc3ccc(NS(=O)(=O)c4ccccc4)cc3C(=O)N([C@H](C)CO)C[C@@H]2C)cc1	13%
Cc1ccc(S(=O)(=O)N2CCN(S(=O)(=O)c3ccccc3Br)CC2)cc1	-8%
CC1(C)COC(c2ccccc2Cl)OC1	5%
COc1cccc(C2c3c(oc4ccccc4c3=O)C(=O)N2Cc2ccco2)c1 (centres undefined)	9%
Cc1cccc(C(=O)OCC(=O)Nc2c(C)n(C)n(-c3ccccc3)c2=O)c1O	14%
N#Cc1ccc(OCC(=O)NCCCn2ccnc2)cc1	5%
CN1CCN(S(=O)(=O)c2ccc(Cl)c(C(F)(F)F)c2)CC1	20%
CCN(C[C@H]1N[C@@](C)(C(=O)OC)[C@H]2C(=O)N(Cc3ccccc3)C(=O)[C@@H]12)C(=O)Nc1ccccc1	4%
CCCCCC1C(=O)N2C=C(c3ccccc3)c3ccccc3N2C1=O (centres undefined)	29%
COC(=O)C1=C(c2cccc(OC)c2OC)C[C@@H]2CC[C@H]1N2C(=O)NCc1ccc(C(F)(F)F)cc1	?
NC(=O)c1ncn([C@@H]2O[C@H](CNCc3ccccc3C#Cc3ccccc3)[C@@H](O)[C@H]2O)n1	-5%
Cc1cc(C)n2nc(SCC(=O)N3CCCC(C)C3)nc2n1 (centres undefined)	-4%
O=C(Cc1ccc(NC(=O)C2CCCN(C(=O)C3CCCCC3)C2)cc1)Nc1cccc(C(=O)N2CCCC2)c1 (centres undefined)	-13%
NC(=O)c1ccc(NC(=O)COC(=O)CCC2CCCCC2)cc1	1%
CCOC(=O)/C=C/c1ccccc1S(=O)(=O)NC(C)(C)C	8%
O=C(COC(=O)c1ccc2c(c1)OCO2)Nc1ccccc1OC(F)F	?
COc1ccc(C(=O)Nc2c(O)ccc3ccccc23)cc1	9%
Clc1ccc(C=Cc2ccccn2)c(Cl)c1	4%
CCCCCCCCNS(=O)(=O)CCNCc1ccco1	15%
COC(=O)c1ccc(CCc2cc(O)c(Br)cc2O)cc1	?
ON(CCc1ccccn1)CCc1ccccn1	8%
O=C1c2ccccc2C(=O)N1CCC1(O)C(c2ccccc2)=Nc2ccccc21 (centres undefined)	13%
CC(=O)N1CCc2c(sc(NC(=O)c3ccc(S(=O)(=O)N(C)C)cc3)c2C#N)C1	14%
CCOC(=O)Cc1c[nH]c2ccc([N+](=O)[O-])cc12	-17%
O=C(c1cccc(S(=O)(=O)N2CCN(c3ccc(F)cc3)CC2)c1)N1CCN(c2ccccc2O)CC1	?
O=C1C=CC2C3C(=O)N(c4ccccc4)C(=O)C3C1N2Cc1ccccc1 (centres undefined)	?
O=Cc1ccc(-c2cccs2)s1	0%
Oc1ccc(C[C@H]2CNC(=S)N2CC2CCCN2C[C@H](Cc2ccc(O)cc2)N2C[C@H](Cc3ccccc3)N(CCc3ccccc3)C2=S)cc1 (some centres undefined)	4.5µM*
Cc1ccc(NC(=O)c2ncn(CCCN3CCN(c4ncccn4)CC3)n2)cc1C	-15%
COc1ccc(NC(=O)COC(=O)CCC2CCCC2)c(OC)c1	2%
CCOc1ccc(NC(=O)CN(C)C(=O)c2ccc(OCC(=O)N3CCOCC3)c(OC)c2)cc1OCC	9%
COc1ccc(NC(=O)Nc2cccc3c2O[C@H](CN(C)S(=O)(=O)c2cn(C)cn2)[C@@H](C)CN([C@H](C)CO)C3=O)cc1	2%
O=C(O)C(F)=C(c1ccccc1)c1ccccc1	23%
Cc1ccc(C)c(NC(=O)c2ccc(S(=O)(=O)N(C)CC3CCCO3)cc2)c1 (centres undefined)	5%
CCn1cc(C(=O)Nc2ccc(Cl)cc2Cl)cn1	-1%
O=Cc1ccc(F)c([B-](F)(F)F)c1	-32%
Fc1ccc(OCCOCCN2CCCC2)cc1	18%
O=c1cc2c(c(-c3ccccc3)n1Cc1ccccc1)[C@@H](CCO)NC2	-20%
Cc1ccc(CNC(=O)C(=O)NCCCn2ccnc2)cc1	23%
O=C(O)c1cccnc1C(=O)c1ccccc1	19%
COc1ccccc1C=NN=C(N)C(N)=NN=Cc1ccccc1OC	-13%
CCOC(=O)C1=CN(Cc2ccccc2)CCC1=O	-2%
Cc1nn(-c2ccc(Cl)cc2)c(Cl)c1/C=N/NC(=O)c1ccc(NS(=O)(=O)c2cccs2)cc1	?

Exported in markdown: 3 of the compounds above.
| molecule | HCV inhibitor |
| --- | --- |
| CCOc1ccc(NC(=O)CN(C)C(=O)c2ccc(OCC(=O)N3CCOCC3)c(OC)c2)cc1OCC | 9% |
| COc1ccc(NC(=O)Nc2cccc3c2O[C@H](CN(C)S(=O)(=O)c2cn(C)cn2)[C@@H](C)CN([C@H](C)CO)C3=O)cc1 | 2% |
| O=C(O)C(F)=C(c1ccccc1)c1ccccc1 | 23% |

More records follow.
SMILES	HCV inhibitor
COc1ccc(S(=O)(=O)N(C)C[C@H]2Oc3ccc(NC(=O)Nc4c(C)noc4C)cc3C(=O)N([C@H](C)CO)C[C@@H]2C)cc1	1%
O=C1N[C@H](Cc2ccccc2)C(=O)N2[C@@H]3[C@H](C[C@@H]12)c1ccccc1N3OOSc1ccccc1	7%
O=C(CSc1nc2ccccc2c(=O)n1-c1ccccc1)c1cccc([N+](=O)[O-])c1	-7%
O=C(c1ccco1)N1CCN(Cc2nc3ccccc3[nH]2)CC1	18%
O=C(Nc1ccc(Cl)cc1)c1nc[nH]c1C(=O)NCCN(CCNC(=O)c1[nH]cnc1C(=O)Nc1ccc(Cl)cc1)CCNC(=O)c1[nH]cnc1C(=O)Nc1ccc(Cl)cc1	?
COc1cccc(/C=N/NC(=O)C(=O)N2CCCC2)c1	3%
CCOC(=O)C1=CN(Cc2ccco2)S(=O)(=O)N(C)C1c1cccc(OC)c1 (centres undefined)	3%
COc1c(O)cc2c(c1OC)-c1ccc(OC)c(=O)cc1C(NC(C)=O)CC2 (centres undefined)	11%
COC(=O)c1cncn1Cc1ccccc1	11%

Compound activity as filed in PubChem BioAssay.
